Cneo AK release: causes C. neoformans cell lysis. adenylate kinase release luminescence, 4 h; normalised: neutral wells 0, clomiphene wells 100. lysis activity, % at 15 µM. actives 0.2% (n = 360,000);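 active = mean lysis activity across replicates of at least 80%, whatever share of replicates individually reach that level; inactive = mean lysis activity below 80%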
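Assay system: C. neoformans cells. Amount: yeast cell density of 5 × 10^6 cells/mL. Technique: AK luminescence. Buffer or medium: YPD. Times: static 4 h at 37 °C with compound, 1 h detection. Dosing: single-point compound dose. Read-out: lysis from increased AK signal.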
PGC1a acetyl inh: lowers PGC1a acetylation signal in U2OS cells. AlphaScreen anti-acetyl-lysine; with virally co-expressed GCN5 acetyltransferase. inhibition, % at 15.6 µM. actives 0.17% (n = 350,000). AID 651687;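 active = every replicate shows inhibition of at least 40%; inconclusive = mean inhibition at least 40% but some replicate below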;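 also: 0% = neutral control wells and 100% = positive control wells; some results beyond the cut were filed as inactive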
S100A4 inh HTS: inhibitors of human S100A4 binding to myosin IIA peptide. P26447. S100A4/TAMRA-MyoIIA peptide fluorescence polarization. inhibition, % at 10.7 µM. actives 0.14% (n = 360,000);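 active = mean inhibition of at least 70% across replicates, with every replicate also reaching that level; inconclusive = mean inhibition reaches 70% but some replicates fall short; inactive = mean inhibition below 70%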
Target sequence (P26447 whole entry, looked up): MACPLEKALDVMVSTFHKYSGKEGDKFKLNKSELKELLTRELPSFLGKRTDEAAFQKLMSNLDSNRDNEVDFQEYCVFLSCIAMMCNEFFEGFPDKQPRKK
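Test system – S100A4 monomer (human) · Compound – single-point compound testing · Schedule – 5 min incubation before reading · Probe or stimulus – TAMRA-labelled myosin IIA heavy-chain peptide probe, 5 nM · Benchmarks – neutral control DMSO, positive control TFP · Medium – Calcium-containing HEPES buffer, pH 7.2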
ERAP1 HTS inh: inhibitors of human ERAP1 aminopeptidase. Q9NZ08. recombinant ERAP1, Leu-AMC fluorescence, 60 min. inhibition, % at 10.7 µM. actives 0.15% (n = 340,000);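 active = mean replicate inhibition of at least 30%, or all replicates individually reaching that 30% level; inactive = mean below 30% and not every replicate reaching it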;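 also: 0% = neutral control wells and 100% = L-leucinethiol positive control wells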
Target sequence (Q9NZ08 whole entry, looked up): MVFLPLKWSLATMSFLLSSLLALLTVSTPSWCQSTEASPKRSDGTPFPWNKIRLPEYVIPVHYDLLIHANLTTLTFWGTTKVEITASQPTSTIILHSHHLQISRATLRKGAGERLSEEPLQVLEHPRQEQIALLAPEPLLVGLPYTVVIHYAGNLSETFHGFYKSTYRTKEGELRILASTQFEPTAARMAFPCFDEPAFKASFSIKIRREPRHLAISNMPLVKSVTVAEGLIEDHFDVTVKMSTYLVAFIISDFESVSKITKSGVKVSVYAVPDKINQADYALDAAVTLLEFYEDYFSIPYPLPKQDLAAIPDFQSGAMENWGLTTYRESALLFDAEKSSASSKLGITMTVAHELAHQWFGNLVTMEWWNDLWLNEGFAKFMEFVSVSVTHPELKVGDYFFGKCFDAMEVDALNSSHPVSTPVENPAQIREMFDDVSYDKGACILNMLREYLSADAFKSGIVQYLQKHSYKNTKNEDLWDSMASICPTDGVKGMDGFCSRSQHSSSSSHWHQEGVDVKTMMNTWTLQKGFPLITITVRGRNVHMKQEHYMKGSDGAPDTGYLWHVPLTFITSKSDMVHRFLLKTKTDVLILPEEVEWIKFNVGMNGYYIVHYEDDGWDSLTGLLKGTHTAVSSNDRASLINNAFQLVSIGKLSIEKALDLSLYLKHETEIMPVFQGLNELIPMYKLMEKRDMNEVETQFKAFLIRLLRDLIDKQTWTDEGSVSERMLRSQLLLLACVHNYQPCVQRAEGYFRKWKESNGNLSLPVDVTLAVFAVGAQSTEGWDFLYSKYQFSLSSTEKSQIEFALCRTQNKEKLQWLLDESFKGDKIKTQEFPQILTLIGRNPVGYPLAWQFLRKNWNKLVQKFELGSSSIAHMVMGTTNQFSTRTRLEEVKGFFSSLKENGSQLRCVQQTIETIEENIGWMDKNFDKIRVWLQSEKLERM
SIRT5 inh: sirtuin-5 (human) deacylase inhibition; AID 652115; Purified SirT5, succinyl-peptide AMC, trypsin-coupled fluorescence; inhibition, % at 15 µM; Q9NXA8; actives 1.1% (n = 330,000); in the data active = inhibition above about 15%; inconclusive = no clear call, values can overlap the other calls
LGR2 inh: blocks bursicon-induced cAMP signaling via Drosophila LGR2. inhibition, % at 9.99 µM. actives 0.35% (n = 380,000). HEK293 LGR2, CRE-luciferase, bursicon-stimulated, 4 h. AID 720647;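 active = drop in luminescence signal, shown as inhibition above about 50% in the replicate tests, limit read from the data, passing the limit was not always enough; inconclusive = probably only some replicates passing the limit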;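 also: agonist challenge used bursicon conditioned medium at about half maximal strength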
XiGFP reactiv: activators of X-chromosome reactivation in mouse fibroblasts; actives 0.055% (n = 360,000); activation, % at 7.58 µM; AID 743238; XiGFP mouse fibroblasts, % GFP-positive cells imaging, 3 d; cells co-treated with 5-aza-dC sensitizer; scaled so ellipticine positive control = 100%;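 active = mean normalized replicate activation at least 10% and every replicate at or above 10%; inconclusive = only one of the two criteria met; inactive = mean below 10% and not all replicates reach 10%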;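 also: 0% = median of on-plate neutral control wells and 100% = ellipticine 6 µM median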
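System: 68-5-11 XiGFP fibroblast line; Timing: 3 days compound exposure; Compound dosing: one concentration, pinned; Benchmarks: positive control ellipticine, 6 µM final; Buffer or medium: DMEM containing 5-aza-dC.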
C2C12 statin: suppressors of simvastatin-induced myotoxicity in C2C12 myotubes; ATP luminescence, 48 h; scaled: DMSO 0, geranylgeraniol control 100; rescue of ATP level, % at 7.49 µM; actives 0.78% (n = 330,000); AID 602340;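 active = mean ATP rescue above about 67%, or every replicate alone reaching that limit, limit read from the data, passing the limit was not always enough; inconclusive = no clear call, values can overlap the other calls; inactive = mean under the limit and some replicate under it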;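 also: myotubes were challenged with 10 µM simvastatin during compound exposure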
An asterisk follows results filed as active; ? = inconclusive; . = no result given; & = joins results of further samples. A portion of the library; rates above refer to the full screens.

SMILES | Cneo AK release | PGC1a acetyl inh | S100A4 inh HTS | ERAP1 HTS inh | SIRT5 inh | LGR2 inh | XiGFP reactiv | C2C12 statin
O=C(c1cc(C2CCCCN2S(=O)(=O)c2cccs2)on1)N1CCOCC1 (centres undefined) | -0.3 | . | -8.1 | -0.6 | -7.5 | 6.6 | 7.8 | 5.0
Cc1cccc(NC(=O)CSc2cn[nH]n2)c1 | 2.5 | . | 2.9 | -2.1 | -5.1 | -7.3 | 0.0 | 6.5
O=C(Nc1ccccc1)N1C[C@H]2[C@@H](c3ccccc31)[C@H](CO)N2C(=O)c1ccccn1 | -2.9 | -0.5 | -2.4 | 2.1 | 0.7 | -4.1 | 0.1 | 15.7
O=C(O)C1CCCN1S(=O)(=O)c1cccc2nsnc12 (centres undefined) | . | . | 0.8 | -0.8 | -2.0 | 2.9 | 0.0 | .
Cc1cccc(Cl)c1NC(=S)NN | . | . | 1.5 | . | -7.2 | 3.9 | 0.0 | .
CN(C)c1ccc2c(c1)[C@H]1C[C@H](CC(=O)N3CCc4ccccc4C3)O[C@@H](CO)[C@H]1O2 | 10.1 | 2.2 | 5.4 | 0.3 | 2.1 | -2.1 | 0.1 | 0.8
O=C(C[C@@H]1C=C[C@H](NC(=O)CN2CCOCC2)[C@@H](CO)O1)NC1CCCCC1 | -7.9 | 16.7 | -5.0 | 0.0 | -1.1 | -3.3 | 0.0 | -7.5
CN1CCN(C(=S)NC(CC(=O)c2ccccc2)c2ccccc2)CC1 (centres undefined) | . | 3.2 | 2.7 | -1.1 | . | -6.5 | 0.0 | -4.6
CC1(C)CC(NC(=O)C2CCN(S(=O)(=O)c3ccc(Cl)c(C(F)(F)F)c3)CC2)CC(C)(C)N1 | -0.7 | 1.3 | -3.1 | 4.3 | -1.1 | 5.4 | -0.1 | -13.9
C[C@@H]1ON(C)[C@H]2C[C@H]3c4cc(N5CCOCC5)ccc4CCN3C(=O)[C@@H]12 | 0.5 | 2.6 | -0.2 | 1.1 | -0.8 | 11.4 | -0.1 | 6.8
CCOC(=O)N1C(=O)[C@@](c2ccc(Cl)cc2)(C(C)C)N1C(=O)OCC | 1.5 | 31.0 | 0.1 | -5.3 | 0.1 | ? | 0.2 | 13.5
C[C@@H]1CN([C@@H](C)CO)C(=O)c2cccc(N(C)C)c2O[C@H]1CN(C)Cc1ccc(C(=O)O)cc1 | 14.6 | -7.6 | -0.2 | -1.1 | -3.8 | -7.6 | -0.1 | 55.7
O=C(Nc1nnc(SCC(=O)N2CCCc3ccccc32)s1)c1cccc2ccccc12 | . | . | 0.2 | 7.0 | 2.0 | 21.6 | 0.0 | .
CCC(=O)N1[C@@H]2CN(C(=O)Nc3cccc(Cl)c3)c3ccccc3[C@@H]2[C@@H]1CO | -8.2 | -2.6 | 4.0 | 2.2 | 2.4 | -5.9 | 0.3 | -0.8
N#C[C@@H]1[C@H](c2ccccc2C2=CCCC2)[C@@H](CO)N1C(=O)Cc1ccncc1 | . | -6.5 | -1.5 | 1.0 | 5.6 | -21.3 | 0.0 | .
C[C@H](CO)N1C[C@H](C)[C@@H](CN(C)C(=O)c2ccncc2)OCc2ccccc2-c2c(n(C)c3ccccc23)C1=O | -1.9 | 27.1 | -9.1 | 0.7 | -2.6 | -3.0 | -0.9 | .
CN(C)[C@@H](CO)c1nnc([C@H](CC(=O)O)NC(=O)C2CCNCC2)o1 | 2.4 | 0.0 | 1.9 | -2.6 | -1.5 | -1.4 | 0.0 | 11.3
O=C(NCCCN1CCOCC1)[C@H]1[C@H](CO)[C@H]2Cn3c(cccc3=O)[C@@H]1N2C(=O)NC1CCCC1 | -4.6 | . | -10.9 | -3.7 | 8.3 | 3.6 | 0.1 | -59.1
CC1CCCN(C(=O)COC(=O)CNS(=O)(=O)c2ccc3ccccc3c2)C1 (centres undefined) | -0.5 | -3.3 | 1.5 | -2.0 | 0.8 | -9.2 | 0.0 | 10.3
CC1CCCC(C)N1C(=O)CSc1nnnn1-c1cccc2c1CCCC2 (centres undefined) | -1.0 | -0.6 | -4.1 | 5.2 | -6.3 | 5.1 | . | .
C[C@H](CO)N1C[C@H](C)[C@H](CN(C)Cc2ccc(C(F)(F)F)cc2)Oc2ccc(NS(=O)(=O)c3cn(C)cn3)cc2CC1=O | -1.6 | -22.8 | -3.7 | -2.0 | -2.5 | -0.8 | 0.1 | 24.5
COc1cccc(Cl)c1NC(=O)N1CCc2c([nH]c3ccccc23)C1C(F)(F)F (centres undefined) | . | . | -2.4 | . | -0.4 | -1.1 | 0.2 | .
COc1ccc(Nc2oc(-c3ccc(OC)cc3)nc2C#N)cc1 | . | 7.9 | -21.9 | -0.3 | 2.0 | -80.0 | 0.0 | .
C[C@@H]1CN([C@H](C)CO)C(=O)c2cccc(NC(=O)CCCCCC(=O)Nc3ccccc3N)c2O[C@@H]1CN(C)Cc1ccccc1 | . | 8.5 | -7.0 | 0.4 | . | -28.7 | 0.5 | .
Cc1c(Cc2ccccc2)sc(NC(=O)Cc2ccccc2)c1C(N)=O | 1.6 | 6.9 | 0.8 | 5.7 | -4.4 | -1.3 | . | .
Cc1ccc(N2CCN(S(=O)(=O)c3c(C)noc3C)CC2C)cc1 (centres undefined) | 2.7 | -1.5 | 1.3 | 1.7 | -9.6 | -2.6 | 0.7 | 2.6
CCCCc1cc(=O)oc2cc(O)cc(O)c12 | 0.2 | 0.6 | -11.2 | -17.0 | -25.2 | 15.9 | 0.0 | -3.7
Cc1ccc(C(=O)Nc2sc(Cc3ccc4c(c3)OCO4)c(C)c2C(N)=O)cc1 | -6.0 | 4.7 | -3.3 | 1.1 | 3.4 | -13.8 | 0.1 | -35.9
O=C(N[C@H]1CC[C@H](CCNC(=O)C2CCCCC2)O[C@H]1CO)c1ccccn1 | 44.0 | 9.0 | -1.8 | -3.3 | -0.5 | 9.8 | -0.5 | -2.7
Cn1cc(C=CC(=O)O)c2nccnc21 | . | . | -0.5 | -4.0 | . | 0.3 | 0.2 | .
O=C1/C(=C/c2ccco2)CCc2ccccc21 | -2.9 | 9.9 | 0.7 | -1.7 | -0.2 | -5.0 | 0.0 | .
Cc1cccc(CC2CC(=O)N(c3ccc(C)cc3Br)C2=O)c1 (centres undefined) | 3.1 | . | -11.3 | 1.4 | -9.9 | 15.9 | 0.0 | -6.0
Clc1cccc(-c2cc3nc(NCCOc4ccccc4)ccn3n2)c1 | 0.7 | 6.3 | -0.6 | -0.9 | . | . | 0.0 | 2.8
COc1ccccc1NC(=O)c1ccc(S(=O)(=O)N2CCC(C)CC2)cc1 | 2.3 | . | -5.6 | -0.9 | -1.6 | -13.6 | 0.1 | -8.6
Cc1ccccc1-c1ccc([C@@H]2[C@@H](CO)N3CCCCN(C(=O)CN4CCOCC4)C[C@@H]23)cc1 | 0.0 | -2.7 | -17.5 | 0.1 | -2.2 | 11.2 | 0.0 | .
Cc1nn(-c2ccccc2)c(C)c1C(=O)OCC(=O)N(C)c1ccccc1 | -3.6 | -3.2 | 5.4 | -2.4 | 1.0 | -11.4 | -0.1 | 5.5
O=C(CSc1nnc(COc2ccccc2Cl)o1)NC(=O)NC1CCCC1 | -0.5 | -6.6 | -0.8 | -5.5 | 3.1 | 9.2 | . | -2.7
Cc1nc2ccccc2n1CC(=O)NCCN1CCOCC1 | 0.6 | 6.8 | -5.7 | -3.7 | -3.4 | -3.5 | . | -4.5
Cc1ccc(S(=O)(=O)N(C)C[C@H]2OCc3cnnn3CCCC(=O)N([C@@H](C)CO)C[C@H]2C)cc1 | 1.9&56.8 | 5.4&1.8&2.4 | 19.5&1.8 | 0.1&-3.2 | -1.6&4.7 | 7.1&-1.9 | -0.1&0.0 | 0.8&16.2&2.4
COC/C=C/C1=CC2=CC(=O)C(C)(OC(=O)c3cnc4ccccc4n3)C(=O)C2=CN1Cc1ccco1 (centres undefined) | -0.3 | 7.1 | 9.2 | 3.9 | . | -6.4 | -0.3 | .
Cc1ccc2c(CN3CCN(S(=O)(=O)c4ccccc4C(F)(F)F)CC3)cc(=O)oc2c1C | -1.2 | -3.4 | 4.4 | 0.7 | -4.8 | -11.9 | 0.3 | 7.7
N#Cc1c(-c2ccccc2)cc(-c2ccccc2)nc1Br | -0.3 | -3.0 | 5.3 | -0.1 | -8.5 | -2.1 | 0.0 | -0.5
COC(=O)c1ccc(COc2cc([N+](=O)[O-])cc3cccnc23)cc1 | . | . | -4.2 | 0.6 | 2.7 | 1.0 | 0.1 | .
COc1ccc(-c2ccccc2)cc1NC(=O)[C@@H]1O[C@H](CO)[C@@H](O)[C@H]1O | 0.6 | 13.0 | -2.7 | 6.3 | . | -0.1 | 0.0 | -2.3
C[C@@H]1CCCCO[C@@H](CN(C)C(=O)Nc2ccccc2)[C@H](C)CN([C@H](C)CO)C(=O)c2cc(NC(=O)c3ccccc3)ccc2O1 | -5.1 | -17.3 | 5.2 | 0.0 | 4.9 | 9.4 | 0.0 | .
COc1ccc(CN2C(=NC(=O)C3CC3)SC3CS(=O)(=O)CC32)cc1OC (centres undefined) | 4.4 | 21.2 | -0.6 | 1.2 | -0.3 | -16.9 | 0.0 | -1.0
O=C(NC1CC1)C1CC(=O)N(c2cccc(Cl)c2)C1 (centres undefined) | 0.9 | 7.3 | -0.8 | -0.4 | -1.6 | 2.2 | 0.0 | .
Cc1cc(C)c(C#N)c(OCc2ccc(Cl)nc2)n1 | -8.7 | 11.3 | 8.4 | 1.4 | -3.9 | -12.4 | 0.1 | 4.4
Cc1cccc(NC(=O)CSc2nnc(-c3cc(C)[nH]n3)n2N)c1 | -1.5 | -2.6 | 4.6 | -0.1 | -2.0 | 8.5 | 0.0 | 12.9
CCCCNCc1cc(Br)c(OCC(=O)NCc2ccccc2)c(OC)c1 | -3.0 | -7.9 | -7.2 | . | 0.5 | -20.3 | -0.2 | -10.6
O=C1NC(=O)/C(=C/c2ccc(N3CCOCC3)o2)N1 | . | . | 8.3 | 11.7 | -4.1 | -1.0 | 0.0 | 5.1
COc1cccc(/C=C/C(=O)OCC(=O)Nc2nnc(-c3ccccc3)o2)c1OC | 1.4 | -2.1 | -0.1 | -1.2 | -6.5 | -24.6 | 0.0 | 0.7
